Screening results as filed in PubChem.
ARNT-TACC3 inh: ARNT/TACC3 interaction disruption; AID 623870; Q9Y6A5; AlphaScreen His-ARNT PAS-B/GST-TACC3 binding, luminescence; TACC3 fragment carries E629A point mutation; inhibition, % at 9.99 µM; 390,000 tested, 0.66% active;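 active = mean inhibition of replicates at least 50% and at least half of replicates each reaching 50%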;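 note: 0% = complete ARNT plus TACC3 wells and 100% = ARNT alone without TACC3; many hits fall short of the cut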
ERp5 inh: blocks human ERp5 reductase activity on insulin. ERp5 insulin aggregation, absorbance 650 nm, 90 min. inhibition, % at 9.99 µM. 350,000 tested, 0.05% active;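 active = mean replicate inhibition above about 25%, with every replicate also reaching it, limit read from the data, passing the limit was not always enough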
Target sequence (Q15084 whole entry, looked up): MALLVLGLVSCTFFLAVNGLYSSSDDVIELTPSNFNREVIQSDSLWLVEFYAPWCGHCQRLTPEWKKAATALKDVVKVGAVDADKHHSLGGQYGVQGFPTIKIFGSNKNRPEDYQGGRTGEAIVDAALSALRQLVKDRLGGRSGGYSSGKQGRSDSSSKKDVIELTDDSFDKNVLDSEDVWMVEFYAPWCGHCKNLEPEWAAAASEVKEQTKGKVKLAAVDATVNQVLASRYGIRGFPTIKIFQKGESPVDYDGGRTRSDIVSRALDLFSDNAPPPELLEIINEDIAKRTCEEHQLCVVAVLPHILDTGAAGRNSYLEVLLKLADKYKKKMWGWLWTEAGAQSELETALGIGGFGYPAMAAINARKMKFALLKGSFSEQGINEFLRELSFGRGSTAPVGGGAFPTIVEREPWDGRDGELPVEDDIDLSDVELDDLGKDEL
esBAF inh: blocks esBAF chromatin remodeling in mouse ES cells; Bmi1-luciferase knock-in reporter, 24 h; 100% = twice the neutral-well signal; reporter increase, % at 12.5 µM; 350,000 tested, 2% active; in the data active = activation above about 40%;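 note: 0% = median of the plate's neutral control wells and 100% = double that signal; a rise in the Bmi1 reporter signal indicates esBAF inhibition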
miR122 inh: miR-122 inhibition in Huh7 cells; Huh7 miR-122 Renilla luciferase sensor, 48 h; neutral wells = 0, positive control = 100; activation (reporter increase), % at 12.5 µM; 340,000 tested, 0.3% active;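 active = mean replicate activation score at least 90 and every replicate individually at or above 90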;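 note: higher luciferase means less miR-122 activity so hits act as miR-122 inhibitors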
Cneo AK release: Cryptococcus neoformans lysis via adenylate kinase release. C. neoformans lysis, adenylate kinase release luminescence, 4 h; normalised: neutral wells 0, clomiphene wells 100. lysis activity, % at 15 µM. 360,000 tested, 0.2% active;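 active = mean lysis activity across replicates of at least 80%, whatever share of replicates individually reach that level; inactive = mean lysis activity below 80%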
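Material – log-phase Cryptococcus neoformans yeast cells · Input – 5 × 10^6 yeast cells/mL · Medium – fresh YPD growth medium · Doses – single compound concentration per well · Timing – static 4 h at 37 °C with compound, 1 h detection · Detection – adenylate kinase release luminescence · Read-out – signal increase indicating cell lysis · Control set – Clomiphene as positive lysis control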
C2C12 statin: suppression of simvastatin myotoxicity | C2C12 myotubes + simvastatin, ATP luminescence, 48 h; scaled: DMSO 0, geranylgeraniol control 100 | 330,000 tested, 0.78% active | AID 602340 | rescue of ATP level, % at 7.49 µM;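 active = mean ATP rescue above about 67%, or every replicate alone reaching that limit, limit read from the data, passing the limit was not always enough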;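 note: myotubes were challenged with 10 µM simvastatin during compound exposure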
SIRT5 block: sirtuin-5 (human) deacylase inhibition | Q9NXA8 | Purified SirT5, succinyl-peptide AMC, trypsin-coupled fluorescence | inhibition, % at 15 µM | 330,000 tested, 1.1% active | AID 652115; in the data active = inhibition above about 15%
Target sequence (Q9NXA8 whole entry, looked up): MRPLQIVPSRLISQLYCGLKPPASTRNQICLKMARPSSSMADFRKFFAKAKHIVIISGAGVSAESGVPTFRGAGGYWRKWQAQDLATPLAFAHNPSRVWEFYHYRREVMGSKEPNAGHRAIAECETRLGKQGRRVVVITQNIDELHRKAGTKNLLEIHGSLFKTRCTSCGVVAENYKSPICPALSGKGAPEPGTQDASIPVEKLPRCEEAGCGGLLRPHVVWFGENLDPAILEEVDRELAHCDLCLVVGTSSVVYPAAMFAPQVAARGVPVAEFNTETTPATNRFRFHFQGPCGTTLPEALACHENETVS
* marks the source's active call; other numbers are inactive results; nt = not tested or not shown; & = joins results of further samples; [ ] = dose if it differs, or a comment.

SMILES	ARNT-TACC3 inh	ERp5 inh	esBAF inh	miR122 inh	Cneo AK release	C2C12 statin	SIRT5 block
NC(=O)C1CCN(C(=O)c2ccc3ccccc3c2)CC1	-10	-1	15	-7	-1	1	0
C=CCn1c(=S)[nH]c2cc(C(=O)Nc3ccc(OC)c(OC)c3)ccc2c1=O	-11	4	-3	nt	0	-34	-7
O=C(C[C@H]1CC[C@H](NC(=O)CCN2CCCCC2)[C@@H](CO)O1)Nc1nccs1	-4	2	-5	nt	8	-5	0
O=S(=O)(N[C@H]1CC[C@H](CCn2cc(Cc3ccccc3)nn2)O[C@@H]1CO)c1ccccc1F	-3	0	2	nt	-2	-5	2
Cc1cc(C)c(NC(=O)C2CC(=O)N(c3ccc4c(c3)OCCO4)C2)c(C)c1 (stereo unspecified)	0	nt	-14	-16	2	nt	nt
CC(C)C#Cc1ccc([C@@H]2[C@@H](CO)N3CCCCN(C(=O)Nc4ccccc4)C[C@@H]23)cc1	3	-5	nt	3[16.7 µM]	4	nt	5
CN(C)c1cccc(CNC(=O)c2ccc3sc([C@@H]4O[C@H](CO)[C@H](O)[C@H](O)[C@H]4O)nc3c2)c1	nt	3	-4	4	0	-2	2
O=C(OCCCc1cc2ccccc2c(=O)o1)c1ccc2c(c1)OCO2	-18	0	-2	-1	-2	-1	-3
Cc1ccccc1OCCNC(=O)CNC(=O)c1ccccc1O	-1	-5	2	4	10	nt	0
Nc1ccc(S(=O)(=O)Nc2nccc(/C=C/c3ccc(Br)s3)n2)cc1	-2	-2	-5	nt	nt	0	13
CSCCC(Nc1ncnc2ccc(Br)cc12)C(=O)O (stereo unspecified)	5	0	3	-2	0	-12	0
Cc1ccn2c(=O)nc(SCC(=O)NCc3ccc4c(c3)OCO4)nc2c1	-2	2	nt	nt	nt	nt	-15
Cc1cc(F)ccc1S(=O)(=O)N1CCCOC1CNC(=O)C(=O)NCC(C)C (stereo unspecified)	-2	3	2	-1	1	2	0
CO/N=C/CC(=O)c1cnc(-c2ccc(Cl)cc2)s1	1	-5	38	5	0	4	-7
c1ccc2c3n(nc2c1)CCCO3	1	2	-1	-4	-2	-13	-1
N#Cc1ccccc1C[C@H](N)C(=O)NC[C@H]1O[C@@H](n2cnc3c(N)ncnc32)[C@H](O)[C@@H]1O	nt	-10	2	-5	1	-6	-3
CC(C)n1c(SC2CCOC2=O)nc2ccccc21 (stereo unspecified)	-8	nt	nt	1	3	nt	nt
COc1cc(CC(NC(C)=O)C(=O)NC2CCN(C(=O)Nc3ccccc3C)CC2)cc(OC)c1 (stereo unspecified)	-6	5	-5	nt	3	1	17*
CCOC(=O)N1CCN(CC(O)COc2ccc(C)c(C)c2)CC1 (stereo unspecified)	-6	3	2	-2	1	3	1
COc1cc(NC(=O)COn2nnc3ccc(S(C)(=O)=O)cc32)cc(OC)c1	3	5	-1	2	-7	12	-5

Profiles from above.
COc1cc(NC(=O)COn2nnc3ccc(S(C)(=O)=O)cc32)cc(OC)c1 is entered as ARNT-TACC3 inh = 3; ERp5 inh = 5; esBAF inh = -1; miR122 inh = 2; Cneo AK release = -7; C2C12 statin = 12; SIRT5 block = -5
Cc1cc(C)c(NC(=O)C2CC(=O)N(c3ccc4c(c3)OCCO4)C2)c(C)c1 (stereo unspecified) is entered as ARNT-TACC3 inh = 0; ERp5 inh = nt; esBAF inh = -14; miR122 inh = -16; Cneo AK release = 2; C2C12 statin = nt; SIRT5 block = nt

Returning to the listing with the 3 entries that preceded the break.
SMILES	ARNT-TACC3 inh	ERp5 inh	esBAF inh	miR122 inh	Cneo AK release	C2C12 statin	SIRT5 block
COc1cc(CC(NC(C)=O)C(=O)NC2CCN(C(=O)Nc3ccccc3C)CC2)cc(OC)c1 (stereo unspecified)	-6	5	-5	nt	3	1	17*
CCOC(=O)N1CCN(CC(O)COc2ccc(C)c(C)c2)CC1 (stereo unspecified)	-6	3	2	-2	1	3	1
COc1cc(NC(=O)COn2nnc3ccc(S(C)(=O)=O)cc32)cc(OC)c1	3	5	-1	2	-7	12	-5
C=CCn1c(COc2ccccc2F)nnc1SCC(=O)c1c[nH]c2ccccc12	-63	1	nt	-3	-3	nt	-1
O=C(NCc1nnc2c3ccccc3c(-c3ccccc3)nn12)c1ccc(Cl)cc1	3	0	nt	nt	nt	nt	3
O=C(CNC(=O)c1ccco1)NCC(=O)OC(C(=O)c1ccccc1)c1ccc(Cl)cc1 (stereo unspecified)	-1	nt	-5	1	-1	-5	nt
COc1ccc(N/C(N)=N/c2nc(C)cc(C)n2)cc1	nt	-2	-8	-4	9	12	-3
C[C@@H](O)C#Cc1cnc2c(c1)C(=O)N([C@@H](C)CO)C[C@H](C)[C@@H](CN(C)Cc1cccc(C(=O)O)c1)O2	-10	2	1	-4[16.7 µM]	2	13	-1
Cc1cn([C@H]2C[C@H](O)[C@@H](CCC(=O)NCc3ccco3)O2)c(=O)[nH]c1=O	-3	-3	-6	nt	1	0	-7
CCN1CCN(C(=O)C(C)Nc2cc(Cl)c(OC)cc2OC)CC1 (stereo unspecified)	-6	-2	nt	3	nt	nt	1
CC(CNC(=O)CN1C(=O)NC2(CCCCC2C)C1=O)c1ccccc1 (stereo unspecified)	-6	-2	nt	nt	nt	nt	-1
Cc1ccc(F)cc1S(=O)(=O)N[C@@H]1CCN(Cc2ccc(-c3ccccc3)cc2)C1	nt	2	nt	nt	51	nt	5
COc1ccc(Cl)cc1C(=O)NC(C)C	nt	2	-13	-6	-1	-2	-2
C=C1CC2C=C(NC(C)=O)CC(C1)C2 (stereo unspecified)	-4	1	nt	nt	nt	nt	-1
COc1ccccc1NC(=O)CNc1ccc(F)c(Cl)c1	2	-4	nt	nt	nt	nt	31*
Cn1cnc(S(=O)(=O)N2CC[C@@H]3[C@H](CO)Nc4ccc(C5=CCCCC5)cc4[C@@H]32)c1	9	5	28	-5[16.7 µM]	10	-37	0
CCO[C@H]1OC(C(=O)NC2CC2)=C[C@@H](c2csc3ccccc23)[C@@H]1CCCO	3	-4	0	-4	-1	-10	1
CCCCN1C(=O)NC(NC(=O)C2CC2)(C(F)(F)F)C1=O (stereo unspecified)	13	2	5	-1	0	10	2
C[C@@H]1CCCCO[C@@H](CN(C)Cc2ccc(C(=O)O)cc2)[C@@H](C)CN([C@H](C)CO)C(=O)c2cc(NC(=O)C3CCCCC3)ccc2O1	13	0	-2	4[16.7 µM]	2	nt	-1
CCOCCC(=O)Nc1ccc2c(c1)c(=O)n(C)n2CC=C(C)C	nt	-2	1	5	0	-10	nt
Cc1ccc(O)c(NC(=O)c2cc(-c3cccs3)on2)c1	0	4	52*	-7	-5	213*	0
O=C(CSc1ccccc1)Nc1nnc(C2CC2)s1	-1	-4	1	-7	-1	2	-3
COc1cccc(-c2nnn(CC(=O)N(CC(C)C)C3CCS(=O)(=O)C3)n2)c1 (stereo unspecified)	-17	1	-4	-7	2	15	-1
Cc1cc(=O)[nH]c(SCC(=O)N2CCN(C(=O)c3ccco3)CC2)n1	-25	-2	1	-4	2	-1	1
CC(C)NC(=O)Nc1ccc2c(c1)CC(=O)N([C@H](C)CO)C[C@H](C)[C@@H](CN(C)C(=O)NC1CCCCC1)O2	0	3	-2	5[16.7 µM]	-5	4	-2
O=C(CNC(=O)c1ccco1)Nc1ccc(Br)cc1	-2	1	42*	-7	1	-4	-4
Cc1cc([N+](=O)[O-])c(NCCCCCCO)c([N+](=O)[O-])c1	-3	nt	1	6	1	-14	nt
Cn1c2c(c3ccccc31)CCN(CCCCN1CCN(c3ccccc3)CC1)C2=O	-1	-9	nt	2	nt	nt	-5
O=C(Nc1ccc(F)cc1F)c1c(C(F)(F)F)ccnc1Oc1ccccc1	nt	0	nt	9	0	nt	-4
CCN(CC(=O)Nc1ccccc1C(F)(F)F)C(=O)c1cccc(N2C(=O)CCC2=O)c1	-1	-7	0	nt	5	-2	3
COc1cc(CCC(=O)OCC(=O)Nc2ccccc2OC(F)F)cc(OC)c1OC	1	17	-9	1	nt	-6	1
CCCNC(=O)Nc1ccc2c(c1)C(=O)N(C)C[C@H](OC)[C@@H](C)CN(Cc1ccccn1)[C@@H](C)CO2	-10	nt	-10	10[16.7 µM]	3	12	nt
C[C@@H]1CN([C@@H](C)CO)C(=O)c2ccccc2-c2ccccc2CO[C@H]1CN(C)C(=O)Nc1ccc2c(c1)OCO2	0	-1	16	nt	-2	nt	-3
C[C@H]1CCCCO[C@H](CN(C)S(=O)(=O)c2cccs2)[C@@H](C)CN([C@@H](C)CO)C(=O)c2cc(NC(=O)c3ccccc3)ccc2O1	-3	nt	-2	44[16.7 µM]	-1	nt	nt
COc1ccc(N(C(=O)c2ccc(S(=O)(=O)N3CCOCC3)cc2)C2C=CS(=O)(=O)C2)cc1 (stereo unspecified)	-8	nt	-2	-3	-1	7	nt
Cc1cc(C(=O)CSCCCn2c(=O)[nH]c3ccccc32)c(C)n1C	1	nt	-3	-11	-2	-17	nt
Cn1c(/C(C#N)=C/c2ccncc2)nc2ccccc21	13	-3	2	0	0	4	-1
COc1cc(NC(=O)CN(c2ccc(C)cc2)S(=O)(=O)c2c(C)nn(C)c2C)cc(OC)c1	-16	nt	1	-17	-2	6	nt
O=C(CSCc1c(Cl)cccc1Cl)Nc1ccc2c(c1)OCO2	-1	nt	24	32	-2	22	nt
C[C@@H]1CN([C@@H](C)CO)C(=O)c2cc(NC(=O)CCN3CCOCC3)ccc2O[C@@H]1CN(C)C(=O)Nc1ccccc1	1&-3	5&-6	-3&3	-1[16.7 µM]	7&2	5&4	-2
CC(=O)Nc1nc(C)nc(-c2ccccc2OC(C)=O)n1	-18	0	7	nt	3	-3	2
COc1ccccc1-n1c(N)cc(=O)nc1SCC(=O)Nc1cc(C)on1	-2	5	nt	nt	nt	nt	1
O=C(Nc1ccccc1F)c1cnccn1	22	7	10	-14	3	-1	-12
COc1ccc(S(=O)(=O)Nc2ccc3c(c2)C(=O)N([C@H](C)CO)C[C@@H](C)[C@@H](CN(C)C)O3)cc1	0	-2	0	-7[16.7 µM]	-2	-25	0
CCOC(=O)N1CCN(C(=O)Cn2nc(C)n3nc(-c4ccc(CC)cc4)cc3c2=O)CC1	nt	0	8	3	1	3	-4
O=C(NCC(=O)N1CCN(C/C=C/c2ccccc2)CC1)c1ccc(Br)cc1	0	-1	0	nt	0	10	3
C[C@H](NC(=O)[C@@H]1[C@@H](CO)[C@@H]2Cn3c(cccc3=O)[C@H]1N2Cc1ccccc1)c1ccccc1	-10	-6	-6	0[16.7 µM]	-8	-10	19*
O=C(NCC(c1ccc(F)cc1)N1CCOCC1)c1cccnc1Sc1ccccc1Cl (stereo unspecified)	-1	13	-5	nt	3	6	1
Cc1ccc(CNC(=O)CNC(=S)N(Cc2ccccc2)Cc2ccccc2F)cc1	-3	2	nt	nt	nt	nt	0
CC(C)c1ccc(CC(=O)N2CCC2(C)C(=O)NS(=O)(=O)c2ccc(F)cc2F)cc1 (stereo unspecified)	nt	6	1	-2	0	-1	-3
CC(=O)Nc1cccc(C(=O)N2CCC(n3nccc3NC(=O)CC(C)C)CC2)c1	-6	5	nt	nt	0	nt	3
COCc1cn(CC[C@@H]2CC[C@H](NC(=O)Nc3ccc4c(c3)OCO4)[C@@H](CO)O2)nn1	-11	-1	-12	nt	1	1	1
CCOc1ccccc1C(=O)N(C)Cc1cc2cc(OC)ccc2[nH]c1=O	0	nt	0	0	nt	0	nt
CCCOc1ccc(C(=O)CCN2CCN(C(=O)OCC)CC2)cc1	-6	1	-24	-4	2	3	-2
COc1cccc(NC(=O)CN2C(=O)COc3ccc(C)cc32)c1	-1	1	-5	3	-4	12	-1
C[C@@H]1CN([C@@H](C)CO)C(=O)c2cc(NC(=O)Cc3ccccc3)ccc2O[C@@H]1CN(C)Cc1ccc(Cl)c(Cl)c1	-1	2	5	-4[16.7 µM]	0	12	8
CCN(CCCNC(=O)C1CCC(=O)N1C1CCCC1)c1cccc(C)c1 (stereo unspecified)	5	nt	4	-5	0	22	nt
Cc1ccc(S(=O)(=O)NCCNC(=O)c2ccccc2)cc1	-5	nt	-8	10	-3	nt	nt
CCc1nc2ccc(C(=O)NCCOc3ccc(OC)cc3)cn2c1N(CC)Cc1cccc(Br)c1	nt	9	-1	-1	-2	-14	nt
